# TAG inh: inhibitors of triacylglycerol accumulation | H9c2 cells, Nile Red lipid (TAG) fluorescence; cells loaded with 200 µM oleic acid | inhibition, % at 12.5 µM | 0.66% of 230,000 active | AID 651582;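 active = pattern-corrected inhibition of lipid staining of at least 50% with the nuclear-stain viability signal not falling by more than 50%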;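 note: 0% = DMSO wells and 100% = triacsin C control wells; some results filed as inactive read as strong as hits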
# TAG inh DAPI viability: recorded beside TAG inh, whose call it bears; DAPI nuclei signal change (viability), lower = more cytotoxic, %;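 whole-well DAPI fluorescence read on a plate reader as a viability signal; minus 50 percent equals half of cells still viable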
# * hit, by the source's call; i = inactive.
# Results follow in this order: TAG inh, TAG inh DAPI viability
O=S(=O)(O)c1nc2ccccc2n1Cc1ccc(Cl)cc1
    6.1, 3.3
Cc1ccc(CNC(=O)CCC2CCCN(C(=O)c3ccc4c(c3)OCO4)C2)o1 (configuration not stated)
    -9.3, 8.8
CCN(CC)C(=O)N1CCN(C(=O)N2CCOCC2)CC1
    19.5, 3.1
Cc1ccc(S(=O)(=O)NC(CC(C)C)C(=O)N2CCCCCCC2)cc1 (configuration not stated)
    -3.3, 0.5
N#CC(Cc1cccs1)c1nc2ccccc2[nH]1 (configuration not stated)
    5.9, -2.9
COc1cccc(N2CCN(C(=O)c3cc(-c4ccccc4)nc4c3cnn4C(C)C)CC2)c1
    -2.5, 26.0
O=C(CN1C(=O)NC(c2ccc(F)cc2)C1=O)NC1CCCCC1 (configuration not stated)
    -0.5, -1.3
N#CCCN(C(=O)COC(=O)c1ccc2c(=O)n3c(nc2c1)CCC3)c1ccc(F)cc1
    -1.9, 2.5
COc1cccc(CNC(=O)c2ccc(COc3ccccc3)cc2)c1
    10.6, -8.2
O=C(COC(=O)c1ccccc1)NC1CCCCCC1
    17.9, -6.3
O=C(NCc1ccccc1)C1CCC(CNc2c(N3CCCCC3)c(=O)c2=O)CC1 (configuration not stated)
    -4.8, -4.4
COCCCOc1cc(NCc2ccccc2)c2ncn(C(C)C)c2c1
    5.3, 5.3
COc1ccc(C2c3c(n[nH]c3C)CC(C)(O)C2C(C)=O)cc1OC (configuration not stated)
    14.0, -5.9
O=C(C=Cc1cccc(O)c1)c1ccccc1O
    -4.3, 7.4
CCN(CC)c1ccc(/C=N/NC(=O)CNC(=O)C2COc3ccccc3O2)c(O)c1 (configuration not stated)
    -18.1, -4.7
O=C(Nc1nc(-c2ccc(Cl)s2)cs1)c1ccccc1
    30.2, 7.0
Cc1cc(Cl)cc(C)c1OCC(=O)NC1CCCCCC1
    -21.6, -1.9
CCOc1ccc(N(CC(=O)NCCOc2ccc(C)cc2)S(=O)(=O)c2ccccc2)cc1
    -21.0, -5.7
O=C(Nc1ccc(N2CCCC2)cc1)c1cc2ccccc2o1
    5.0, 9.2
COc1ccccc1C(=O)N(C1=NC(C)CS1)c1ccc(Cl)cc1 (configuration not stated)
    9.6, -25.3
N#Cc1nc(-c2ccc(Cl)cc2)oc1NCC1CCCO1 (configuration not stated)
    -17.2, 19.4
CN(C)S(=O)(=O)c1cc(NC(=O)CN2CCOCC2)ccc1Cl
    7.1, 2.7
CCOC(=O)[C@@H]1[C@H]2COc3ccc(Br)cc3[C@@H]2N2C(=O)N(c3ccccc3)C(=O)[C@@]12C
    -3.6, 5.2
CCc1nnc(NC(=O)CSc2nnc(C3CCCCC3)n2-c2ccccc2)s1
    9.1, -2.4
Cc1ccccc1N1CCN(C2CCCN(C(=O)CCn3cnnn3)C2)CC1 (configuration not stated)
    15.4, -16.0
O=C(c1ccco1)N1CCN(C(=O)c2cc3cc([N+](=O)[O-])ccc3oc2=O)CC1
    -8.0, 2.4
CCOC(=O)C1CCN(C(=O)COc2ccc(S(=O)(=O)NC(C)(C)C)cc2)CC1
    19.0, -4.1
O=C(NCC(=O)N1CCCC(C(F)(F)F)C1)c1ccc(Oc2ccccc2)cc1 (configuration not stated)
    -5.7, 1.5
Cc1ccc(NS(=O)(=O)c2ccc(C(=O)N3CCCCCC3)cc2)cc1
    -28.0, 2.6
CC1(C(=O)NS(=O)(=O)c2ccc(Br)cc2)CCN1C(=O)CCc1cccs1 (configuration not stated)
    11.1, -2.7

# Overlap with the part before: three compounds; new compounds follow.
# Results follow in this order: TAG inh, TAG inh DAPI viability
O=C(NCC(=O)N1CCCC(C(F)(F)F)C1)c1ccc(Oc2ccccc2)cc1 (configuration not stated)
    -5.7, 1.5
Cc1ccc(NS(=O)(=O)c2ccc(C(=O)N3CCCCCC3)cc2)cc1
    -28.0, 2.6
CC1(C(=O)NS(=O)(=O)c2ccc(Br)cc2)CCN1C(=O)CCc1cccs1 (configuration not stated)
    11.1, -2.7
O=C(CCCOC(=O)c1ccc(O)cc1O)c1ccc(F)cc1
    0.6, 3.4
CCc1ccccc1NS(=O)(=O)c1cc2c3c(c1)CCN3C(=O)CC2
    1.5, 4.3
Cc1ccc(NCc2nc(SCC(=O)Nc3ccccc3)n[nH]2)cc1
    6.4, -7.8
Cc1nc(NC(=O)/C=C/c2ccccc2)sc1C(=O)Nc1ccccc1
    21.7, 9.3
COc1ccccc1CNC(=O)COC(=O)c1cccc(S(=O)(=O)N2CCOCC2)c1
    1.0, 5.5
CCN(CC)C(=S)NCCc1ccccc1
    -17.9, 8.8
CC(C)Cn1c(SCC(=O)N(C)c2c(N)n(Cc3ccccc3)c(=O)[nH]c2=O)nc2ccccc21
    -0.8, 0.8
CC(C)c1ccc(/C=N/NC(=O)C2CCCC2)cc1
    9.8, -2.2
COC(=O)c1ccccc1NC(=O)COC(=O)Cc1ccc(S(=O)(=O)N2CCOCC2)s1
    11.7, 1.5
COc1ccc(C2C(C(=O)c3ccccc3)=C(C)Nc3nc4ccccc4n32)c(OC)c1 (configuration not stated)
    -1.5, -1.7
CCOC(=O)c1sc(SC)nc1N
    -4.8, 6.5
COc1cc(NC(=O)COc2ccc(-n3cnnn3)cc2)cc(OC)c1OC
    -20.6, -1.5
CN(CCCNC(=O)CCC(=O)N1CCOc2ccccc21)Cc1ccccc1
    8.6, -6.1
COc1ccccc1CNC(=O)c1ccc(-c2ccccc2C(F)(F)F)o1
    -20.0, 5.6
Cc1c(Cl)cnc(NC(=O)COC(=O)/C=C/c2ccco2)c1Cl
    -11.5, 2.8
COc1ccc(-c2cc(C(F)(F)F)nc(N3CCOCC3)n2)cc1OC
    44.4, 10.8
CCc1nnc(NS(=O)(=O)c2ccc(Nc3ccc4nonc4c3[N+](=O)[O-])cc2)s1
    6.7, 6.7
CCOC(=O)c1cc(-c2ccccc2)nn1CCC#N
    10.6, -4.7
COc1ccc(NC(=O)CSc2ccc(NC(C)=O)cc2)cc1S(=O)(=O)N1CCOCC1
    -18.0, 2.9
Cc1cc(C(=O)NNC2CC(=O)N(c3ccc4ccccc4c3)C2=O)c(C)o1 (configuration not stated)
    2.1, -14.4
COc1ccc2c(C)cc(SCC(=O)NC3CCCCC3)nc2c1
    6.5, -0.1
CC1CC(C)CN(c2ncnc3c2cnn3-c2ccc(Cl)cc2)C1 (configuration not stated)
    -4.4, 3.9
Cc1ccc(C(=O)OCC(=O)NCc2cccc(Cl)c2)cc1S(=O)(=O)N1CCCCC1
    -8.2, -1.6
CCOC(=O)C1CCCN(C(=O)CCC(=O)Nc2ccc3nc(N4CCOCC4)cc(C)c3c2)C1 (configuration not stated)
    -8.0, 11.9
O=c1c2ccccc2nc(/C=C/c2cccnc2)n1Cc1ccccc1
    -4.1, 0.1
C#Cc1cccc(Nc2nc(NCCOC)nc3ccsc23)c1
    -4.7, 12.0
COc1ccc(OCC(O)CN2CCOCC2)cc1 (configuration not stated)
    5.6, -4.2
COc1cc(-c2cc[n+](C)cc2)ccc1O
    6.2, -1.3
CC1=C(C#N)c2nc(N)c(C#N)c(C)c2/C1=C\c1ccc(OCC(=O)O)c(Cl)c1
    3.1, 3.5
COc1ccc(/C=C2\SC(=S)N(CC3CCCO3)C2=O)cc1 (configuration not stated)
    -1.7, 1.1
CCC(CO)n1cnnc1-c1ccncc1 (configuration not stated)
    10.0, -5.9
Cc1ccc(C(=O)N2CCc3ccccc3C2)cc1S(=O)(=O)N1CCOCC1
    -4.7, -1.6
CCOC(=O)CSc1[nH]c(=O)cc(C)c1C#N
    6.8, -0.1
COc1ccccc1[C@H]1C(c2cccc(Cl)c2)=NN(c2ccccc2)[C@@H]1CO
    0.8, i
O=C(CCS(=O)(=O)c1ccccc1)OCc1ccc([N+](=O)[O-])cc1
    -12.3, 6.2
Cc1ccc(NS(=O)(=O)c2ccc(NC(=O)c3ccc(-c4ccccc4)cc3)cc2)c(C)c1
    28.9, -19.8
Cc1ccc2c(c1)C1CN(C)CCC1N2C(=O)COc1ccc(N(C)S(=O)(=O)c2cccs2)cc1 (configuration not stated)
    8.5, 10.8
Cc1cc(C)n2nc(-c3cccc(Br)c3)cc2n1
    10.2, 6.3
CCc1cc(C(=O)N2CCCC(C(=O)c3cccc4ccccc34)C2)n(C)n1 (configuration not stated)
    -4.2, 1.6
C1COCCNCCOCCOCCN1
    15.3, -13.4
CSc1ccc2c(c1)C(N1CCN(C)CC1)Cc1ccc(F)cc1S2 (configuration not stated)
    3.0, 8.2
Cc1[nH]c(=S)[nH]c(=O)c1Cc1ccc(OCC(C)C)cc1
    7.7, -3.3
COC(=O)c1cc(NC(=O)c2cccs2)ccc1N1CCOCC1
    -0.3, -1.9
O=C(O)c1ccc(N2CCCCCC2)c(N2C(=O)c3ccccc3C2=O)c1
    -4.6, -7.1
CCCN1C(=O)NC2(O)C(=O)c3ccccc3C12O (configuration not stated)
    10.2, -3.9
Oc1c(Br)cc(/C=N/n2c(-c3ccccc3)n[nH]c2=S)cc1Br
    10.9, -8.1
COc1ccc(-n2c(SCC(=O)Nc3cccc4ccccc34)nc(O)cc2=O)cc1
    5.7, 1.1
O=S(=O)(c1ccc(OCC2CO2)cc1)c1ccc(OCC2CO2)cc1 (configuration not stated)
    9.6, -14.0
Oc1ccc(C(c2nnnn2CCc2ccccc2)N2CCN(c3nc4ccccc4s3)CC2)cc1 (configuration not stated)
    10.0, 0.8
COc1ccccc1N1CCN(S(=O)(=O)CCNC(=O)C2CCCC2)CC1
    10.1, -7.1
CCc1ccc2nc(SCC(=O)Nc3ccccc3N3CCOCC3)c(C#N)cc2c1
    33.5, -25.7
CC(NS(=O)(=O)OCC(Cl)(Cl)Cl)c1ccc(Br)cc1 (configuration not stated)
    3.0, -11.3
Cc1cccc(N(CC(=O)NC(C)C)C(=O)c2ccc(N3CCCC3)nc2)c1
    7.7, -14.6
CC1CCc2nc3ccccc3c(C(=O)OCC(=O)NC3CCS(=O)(=O)C3)c2C1 (configuration not stated)
    16.4, -9.0
CC(Sc1nc(O)c(-c2ccccc2)c(=O)[nH]1)C(=O)Nc1ccc(Cl)cc1 (configuration not stated)
    -3.1, -5.1
CCN(CC)S(=O)(=O)c1ccc(S(=O)(=O)N2CCN(CCC#N)CC2)cc1
    -4.2, 1.6
COc1cccc(CNS(=O)(=O)/C=C/c2ccc3c(c2)OCO3)c1
    -8.9, 10.3
NC(=O)Cc1ncc(C(F)(F)F)cc1Cl
    -10.9, 10.4
O=C(CSc1nnnn1C1CCCCC1)NCc1cccs1
    13.8, 2.9
CCOC(=O)CSc1nnc(-c2ccncc2)o1
    5.1, 0.9

# Gathered by group, the entries above with a nitro group on carbon.
# Results follow in this order: TAG inh, TAG inh DAPI viability
O=C(c1ccco1)N1CCN(C(=O)c2cc3cc([N+](=O)[O-])ccc3oc2=O)CC1
    -8.0, 2.4
CCc1nnc(NS(=O)(=O)c2ccc(Nc3ccc4nonc4c3[N+](=O)[O-])cc2)s1
    6.7, 6.7
O=C(CCS(=O)(=O)c1ccccc1)OCc1ccc([N+](=O)[O-])cc1
    -12.3, 6.2

# Next part:
# Results follow in this order: TAG inh, TAG inh DAPI viability
COc1cc(Cl)cc2c1Sc1ccccc1/C2=C/CCN(C)C
    14.9, 23.9
COc1ccc(CNC[C@@H](CCCCN(C)Cc2ccc(OC)cc2)N2C[C@H](c3ccccc3)N(CCc3ccc(Cl)c(Cl)c3)C(=O)C2=O)cc1
    128.8, -66.9
CC1CCCC(C)N1C(=O)COc1ccc(F)cc1 (configuration not stated)
    -7.5, 3.0
COCCN(C(=O)CSc1n[nH]c(-c2ccc(OC)cc2)n1)c1c(N)n(Cc2ccccc2)c(=O)[nH]c1=O
    -6.7, 5.1
NC(=O)C1CCCN(S(=O)(=O)c2ccc3ccccc3c2)C1 (configuration not stated)
    -16.5, 4.0
COc1cccc(CN(C)C(=O)CCN=C2NS(=O)(=O)c3ccccc32)c1
    12.9, 3.5
CSc1nc2nc3c(c(=O)n2[nH]1)CCCC3
    -8.3, -0.3
CC1Cc2cc(/C(O)=C3/C(=O)C(=O)N(CCCN(C)C)C3c3ccncc3)ccc2O1 (configuration not stated)
    -16.9, 3.2
C=CCn1c(SCc2cc(=O)n3ccsc3n2)nc2ccccc2c1=O
    -1.5, 11.2
CCOc1ccc(NC(=S)N(CCc2c(C)[nH]c3ccc(C)cc23)Cc2cccnc2)cc1
    -4.2, -0.7
CCC12CN(C(=O)c3ccc(OC)cc3)CC(CC)(CN(C(=O)c3ccc(OC)cc3)C1)C2=O
    -5.4, -8.7
CN(C(=O)CSc1nccc(=O)[nH]1)C1CCCCC1
    5.7, 4.7
CC1Cc2nc(SCC(=O)NCC3CCCO3)n(C)c(=O)c2S1 (configuration not stated)
    -11.9, 11.5
O=S(=O)(c1ccc2ccccc2c1)N1CCN(c2ccc(O)cc2)CC1
    9.8, -7.6
Cc1nn(C2CCS(=O)(=O)C2)c(Cl)c1/C=C/C(=O)OCC(=O)N(C)C (configuration not stated)
    -3.8, 7.3
O=C(OCc1cn([C@@H]2C[C@H](c3ccc(Cl)cc3)N(Cc3cccs3)C[C@H]2O)nn1)c1ccccc1
    -4.8, 2.4
COc1ccc(C(=Cc2ccccc2[N+](=O)[O-])C(=O)O)cc1
    4.9, -6.8
CCN(CC)S(=O)(=O)c1ccc(O)c(NC(=O)COc2ccc(S(=O)(=O)N3CCOCC3)cc2)c1
    -14.6, -0.9
COc1ccc(-n2ncc3c2CC(C)(C)CC3NC(=O)c2ccoc2C)cc1 (configuration not stated)
    -16.8, -5.0
CC(Nc1ccc2c(c1)OCCO2)C(=O)N1c2ccccc2CC1C (configuration not stated)
    -11.0, -1.5
Cc1nc(-n2nnc(CO)c2CO)nc2c1CCC2
    1.3, -1.9
CC(C)(C)OC(=O)C[C@H]1C/C=C\C[C@H](CC(=O)NCCO)C(=O)NC[C@H](c2ccccc2)OC1=O
    -10.5, 1.4
NC1CCCCC1N=Cc1c(O)n(CCc2ccc(F)cc2)c(=O)[nH]c1=O (configuration not stated)
    6.6, -12.3

# Bioassay records from PubChem BioAssay.

# This is a subset; count on the stated rates, not on these rows.
